High-throughput results from PubChem BioAssay.
RXFP1 agonist = activates the human relaxin receptor RXFP1 | Q9HBX9 | HEK293T-RXFP1 cAMP TR-FRET, 30 min; response scale: percent of porcine relaxin response, buffer zero | Potency, µM (highest dose often 57.5 µM), for inactives: at the top dose activation, hits mostly activators | 370,000 tested, 0.3% active; also: % is scaled to controls: 0 for no effect and ±100 for the full control effect; nearly all actives have a fitted effect of over 60% in size; many of its hits are not listed in these tables
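HEK293 cells stably expressing RXFP1, treated 30 min at 37C with compounds plus PDE4 inhibitor Ro 20174; cAMP measured by HTRF TR-FRET. Normalized to buffer and 29 nM porcine relaxin; EC50 by Hill fit.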
mIDH1 inhibitor = blocks human mutant IDH1 R132H enzyme. Potency, µM (titrated, usually from 76.6 µM), for inactives: top-dose activity change, negative = inhibition, most hits filed as inhibitors. 390,000 tested, 0.093% active. O75874. IDH1-R132H enzyme, NADPH consumption, diaphorase/resazurin fluorescence; also: % is scaled to controls: 0 for no effect and ±100 for the full control effect; nearly all actives have a fitted effect of over 65% in size
Target sequence (O75874 whole entry R132H, stated change not applied): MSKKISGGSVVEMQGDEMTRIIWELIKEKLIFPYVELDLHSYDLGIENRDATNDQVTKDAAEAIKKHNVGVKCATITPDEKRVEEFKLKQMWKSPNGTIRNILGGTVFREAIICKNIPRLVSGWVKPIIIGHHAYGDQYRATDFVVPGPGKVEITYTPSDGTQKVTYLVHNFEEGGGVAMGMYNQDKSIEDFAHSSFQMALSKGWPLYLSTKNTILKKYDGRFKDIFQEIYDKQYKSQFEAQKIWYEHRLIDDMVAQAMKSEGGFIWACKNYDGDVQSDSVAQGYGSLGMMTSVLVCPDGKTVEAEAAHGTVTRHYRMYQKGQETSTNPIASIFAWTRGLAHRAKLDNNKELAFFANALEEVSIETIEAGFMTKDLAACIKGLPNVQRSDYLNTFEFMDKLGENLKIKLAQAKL
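IDH1-R132H (0.5 ug/mL dispensed) in pH 7.5 Tris buffer was preincubated 30 min with compound, then given a substrate mix of 0.016 mM NADPH and 2 mM alpha-KG for 80 min at room temperature; remaining NADPH was read by diaphorase/resazurin fluorescence.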
TrxR1 substrate = is turned over as a substrate by rat TrxR1; 390,000 tested, 0.01% active; purified TrxR1 substrate turnover, NADPH consumption readout; O89049; AID 588456; Potency, µM (doses to about 114 µM), for inactives: at the top dose activity change, negative = substrate turnover; also: % is scaled to controls: 0 for no effect and ±100 for the full control effect; nearly all actives have a fitted effect of over 50% in size
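Rat TrxR1, dispensed at 90 nM, was prereduced with 400 uM NADPH (final) for 5 min at ~22 deg C, then incubated with compound 15 min before 400 uM selenite. A first-read NADPH fluorescence drop versus no-compound background flagged substrates.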
rTrxR1 inhibitor = blocks rat thioredoxin reductase 1 | recombinant rTrxR1, NADPH fluorescence consumption, selenite substrate | Potency, µM (top dose mostly 114 µM), without a hit: at the top dose activity change, negative = inhibition, actives largely listed as inhibitors | 390,000 tested, 1% active | AID 588453; also: % is scaled to controls: 0 for no effect and ±100 for the full control effect; nearly all actives have a fitted effect of over 65% in size
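Rat TrxR1 (90 nM in the dispensed reagent) was pre-reduced with 400 uM NADPH for 5 min at room temperature, then incubated with compound for 15 min. After 400 uM selenite was added, NADPH fluorescence (Ex 340/Em 450 nm) was followed for 8 min.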
USP1-UAF1 inh = inhibitors of human USP1/UAF1 deubiquitinase; O94782; recombinant USP1/UAF1, Ub-Rhodamine cleavage fluorescence; Potency, µM (top dose mostly 57.1 µM), for inactives: top-dose activity change, negative = inhibition, most hits filed as inhibitors; 390,000 tested, 0.23% active; also: % is scaled to controls: 0 for no effect and ±100 for the full control effect; nearly all actives have a fitted effect of over 60% in size; inactives centre near -12
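USP1/UAF1 complex at 1 nM was preincubated with compound for 15 min at room temperature, then Ub-Rho substrate (150nM final) was added. Fluorescence (480/540 nm) was read kinetically, 6 reads every 60 seconds.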
12-LOX inh = inhibitors of human 12S-lipoxygenase ALOX12; P18054; purified 12hLO, xylenol orange hydroperoxide absorbance; Potency, µM (titrated, usually from 108 µM), for the others: top-dose activity change, negative = inhibition, actives largely listed as inhibitors; 580,000 tested, 1.1% active; also: % is scaled to controls: 0 for no effect and ±100 for the full control effect
Target sequence (P18054 whole entry, looked up): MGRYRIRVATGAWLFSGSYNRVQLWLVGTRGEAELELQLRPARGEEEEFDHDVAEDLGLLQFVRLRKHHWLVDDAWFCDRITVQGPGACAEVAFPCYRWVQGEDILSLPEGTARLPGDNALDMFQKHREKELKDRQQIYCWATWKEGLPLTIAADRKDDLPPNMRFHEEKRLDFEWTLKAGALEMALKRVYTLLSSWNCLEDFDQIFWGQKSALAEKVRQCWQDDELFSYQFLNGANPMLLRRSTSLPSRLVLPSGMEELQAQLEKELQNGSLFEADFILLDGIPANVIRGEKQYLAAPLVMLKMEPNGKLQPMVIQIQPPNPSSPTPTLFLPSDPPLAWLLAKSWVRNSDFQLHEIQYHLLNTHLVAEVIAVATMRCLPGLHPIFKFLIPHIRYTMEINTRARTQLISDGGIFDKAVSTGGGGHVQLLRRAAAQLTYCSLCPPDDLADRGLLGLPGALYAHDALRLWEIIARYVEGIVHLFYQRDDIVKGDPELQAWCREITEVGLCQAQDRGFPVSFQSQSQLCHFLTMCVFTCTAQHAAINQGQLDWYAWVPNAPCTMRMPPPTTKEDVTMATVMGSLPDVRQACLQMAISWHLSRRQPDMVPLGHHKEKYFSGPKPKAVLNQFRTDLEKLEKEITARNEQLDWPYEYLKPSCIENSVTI
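Hydroperoxide product was detected by ferrous iron/xylenol orange as the 573 to 405 nm absorbance ratio. Arachidonic acid at 40 uM (final) was turned over for 30 min at room temperature by 150 nM human 12hLO, pH 7.0 Hepes buffer, after 15 min compound preincubation.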
RGS4 inhibitor = inhibitors of human regulator of G protein signaling 4; P49798; Transcreener GDP fluorescence polarization, RGS4-accelerated GTP hydrolysis; Potency, µM (doses to about 114 µM), for inactives: top-dose activity change, negative = inhibition, most hits filed as inhibitors; 390,000 tested, 0.039% active; AID 504845; also: % is scaled to controls: 0 for no effect and ±100 for the full control effect; nearly all actives have a fitted effect of over 75% in size; some results filed as inactive show a strong effect at the top dose
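MLSMR compounds (23 nl, pin-transferred) preincubated 10 min at room temperature with a 500nM (2x) first reagent, then RGS4 at 900nM (2x) plus Transcreener GDP mix added; fluorescence polarization (620/688 nm) read before and after 90 min at 30 °C.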
Vif-APOBEC3G blk = inhibitors of Vif-APOBEC3G interaction | AID 602310 | Q9HC16 | Potency, µM (highest dose often 46.1 µM), for the others: at the highest dose activity, negative = active, hits mostly inhibitors | HeLa A3G-eYFP + Vif (tagged APOBEC3G with the HIV-1 protein that degrades it), YFP fluorescence, overnight | 410,000 tested, 0.076% active;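 also: % is scaled to controls: 0 for no effect and ±100 for the full control effect; nearly all actives have a fitted effect of over 60% in size; hits raise eYFP signal because A3G escapes Vif-driven loss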
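HeLa cells stably expressing Vif and C-terminally eYFP-tagged A3G, seeded overnight at 37 deg C, then exposed to compound by pintool overnight at 37 deg C. Rise in yellow fluorescence (Ex 488/Em 500-530, Acumen) marks blocked Vif-driven A3G degradation.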
Vif-APOBEC3F blk = blocks the Vif interaction with APOBEC3F | AID 602313 | HeLa A3F-eYFP + Vif (tagged APOBEC3F with the HIV-1 protein that degrades it), YFP fluorescence increase | Potency, µM (top dose mostly 46.1 µM), for inactives: at the highest dose activity, negative = active | 390,000 tested, 0.2% active; also: % of control where 0% means no effect; nearly all actives have a fitted effect of over 65% in size
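HeLa cells stably expressing Vif plus C-terminally eYFP-tagged A3F were seeded, incubated overnight at 37 deg C, dosed with compound, incubated overnight again at 37 deg C. Yellow fluorescence (Ex 488/Em 500-530) reported blocked Vif-mediated A3F-eYFP degradation.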
Numbers without * were called inactive; ? = inconclusive; / = not tested or not shown; [ ] = remark or other dose. Calls follow the shape of the dose curve; as a rule, active = well fitted curve in the direction sought with a large enough effect; inconclusive = small, poorly fitted or top-dose-only effect, or another doubt; inactive = no such curve, though single readings can be large; an effect the other way counts as inactive or inconclusive. Potency is read from the fitted curve at half-maximal effect. An excerpt (hit frequency here may not be typical).

SMILES | RXFP1 agonist | mIDH1 inhibitor | TrxR1 substrate | rTrxR1 inhibitor | USP1-UAF1 inh | 12-LOX inh | RGS4 inhibitor | Vif-APOBEC3G blk | Vif-APOBEC3F blk
COc1ccccc1/C=C(\C#N)C(=O)NCC1CCCO1 (stereo not given) | -2.5% | 19% | -3% | ? | -12% | -8% | -4% | 1% | -3%
Cc1ccc(S(=O)(=O)N2CCOCC2)cc1C(=O)OCC(=O)NCc1ccccc1 | -0.3% | -2% | -4% | 6% | -4% | -4% | 9% | -6% | -18%
CCOC(=O)C1(Cc2cccc(Cl)c2)CCCN(C(=O)c2occc2C)C1 (stereo not given) | -5.2% | -10% | 3%[57.1 µM] | 22%[57.1 µM] | -18% | 7% | -55%[56.9 µM] | 4% | -6%
Cc1ccccc1Nc1nc(N)nc(CSc2nnc3sc4ccccc4n23)n1 | 7.2% | 3% | 3% | 5% | -16% | -10% | -23% | 2% | 1%
CCOc1ccc(NC(=O)COc2ccc(C(=O)NC3CCCc4ccccc43)cc2OC)cc1 (stereo not given) | 0.6% | 0% | -9% | -7% | 2% | -18% | 6% | -9% | -8%
O=C(c1ccc(F)cc1)N1CCC(C(=O)N2CCN(S(=O)(=O)c3cccc(F)c3)CC2)CC1 | 1.0% | 7% | 0% | 2% | -16% | 4% | -9% | 1% | 5%
O=C(O)/C=C/c1cccnc1 | 2.1% | 1% | -7% | -2% | -18% | -28% | 6% | -2% | -6%
CCCCn1c(N)c(N(CC(C)C)C(=O)c2cccc(S(=O)(=O)N(CC)c3ccccc3)c2)c(=O)[nH]c1=O | / | -2% | -12% | -3% | -5% | 0% | -10% | -6% | -6%
O=C(Nc1cccc(-c2nc3ncccc3o2)c1)c1ccc2c(c1)OCO2 | / | -2% | 5% | 3% | -7% | 67%[activator] | ? | 1% | -13%
O=C(O)C1CCCN1C(=O)C12CC3CC(CC(C3)C1)C2 (stereo not given) | -0.1% | 15% | 4% | 13% | -23% | 3% | -6% | 7% | -22%
COc1ccc(-c2nc3ccccc3n3c(-c4cccc(C)c4)c4c(=O)n(C)c(=O)n(C)c4c23)cc1 | 1.5% | -15% | -6% | 11% | ? | ? | 10% | 1% | 3%
COc1ccc(/C=C/C(=O)Nc2ccc(Cl)c(Cl)c2)cc1OC | 1.8% | / | 14% | 20% | 13% | ? | -22% | / | /
O=C(Nc1ccccc1)C1CCCCC1 | 0.2% | 10% | 4% | 3% | -14% | 0% | -14% | 0% | 1%
CCCCCC(=O)N1CCN(c2ccc(C(C)=O)cc2F)CC1 | 0.5% | -3% | -2%[57.1 µM] | 1%[57.1 µM] | -17% | 20% | -20% | 1% | 2%
COc1ccc(C(=O)CC2(O)C(=O)N(Cc3ccccc3Cl)c3ccccc32)cc1 (stereo not given) | -1.3% | -2% | 13%[11.4 µM] | 19% | -28% | -12% | -4% | -3% | -3%
CCC(C(=O)NCCc1c[nH]c2cc(OC)ccc12)c1ccccc1 (stereo not given) | 1.7% | 3% | -3% | 2% | -17% | 19% | -3% | -6% | -9%
Cc1ccc(S(=O)(=O)N2CCSC2C(=O)O)cc1 (stereo not given) | -0.8% | 12% | 3%[0.457 µM] | 20% | -15% | 0% | -27% | 2% | -4%
COc1cc(C(C)=O)ccc1OC(=O)c1cc2cccc(OC)c2oc1=O | 1.3% | 2% | -12% | -21% | -21% | -28% | -19%[56.9 µM] | 5% | 3%
CCOP(=O)(OCC)C(NC(=O)c1cccs1)C(F)(F)F (stereo not given) | 1.8% | 5% | 3%[57.1 µM] | -4%[57.1 µM] | -13% | -4% | -28% | 0% | ?
CCOC(=O)[C@@H]1[C@H]2COc3cc(OC)ccc3[C@@H]2N2C(=O)N(c3ccc(F)cc3)C(=O)[C@@]12C | / | 3% | -2% | 7% | -18% | 22% | -7% | -2% | 3%
Cc1ccc(NC(=O)CN(C)Cc2ccc(F)cc2)c([N+](=O)[O-])c1 | 0.2% | 1% | -16% | -11% | -13% | -7% | 0% | -7% | 1%
C#CCOCCOCCOCCNc1nc(N2CCN(C(=O)[C@H](CCCCN)n3cc(CN)nn3)CC2)nc(N2CCN(C(=O)[C@H](CCC(=O)O)n3cc([C@@H](N)[C@H](C)CC)nn3)CC2)n1 | / | -11% | 2% | 6% | -18% | -14% | -9% | -1% | 5%
Cc1ccc(NC(=S)N(CCCN2CCOCC2)Cc2cccs2)c(C)c1 | -1.4% | 4% | 7%[57.1 µM] | 10%[57.1 µM] | -11% | 8% | ? | 3% | 0%
CCOC(=O)c1cnc2ccc(Cl)cc2c1Nc1ccc(S(=O)(=O)Nc2ncccn2)cc1 | 5.4% | -11% | -6% | -6% | -23% | -15% | -29% | 0% | -6%
O=C(CCN1C(=O)C2CCCCC2C1=O)NNC(=O)c1cccc(Cl)c1 (stereo not given) | 0.3% | 6% | -4% | -9% | -6% | -1% | -2% | -4% | -5%

Later entries
SMILES | RXFP1 agonist | mIDH1 inhibitor | TrxR1 substrate | rTrxR1 inhibitor | USP1-UAF1 inh | 12-LOX inh | RGS4 inhibitor | Vif-APOBEC3G blk | Vif-APOBEC3F blk
CCc1ccc(CNC(=O)c2ccc(OC)c(OC3CCN(C(C)C)CC3)c2)nc1 | -0.2% | -3% | 6% | 5% | -23% | 266%[activator] | 13% | -2% | 1%
COc1ccc(-c2noc(CNC(=O)CCN3C(=O)[C@H]4CC=CC[C@H]4C3=O)n2)cc1 | -0.9% | -7% | 8%[57.1 µM] | 12%[57.1 µM] | 2% | 5% | 1%[56.9 µM] | -1% | -6%
C=CCN(c1ccccc1)S(=O)(=O)c1cccc(C(=O)OCC(=O)NCCOC)c1 | 0.5% | 1% | -11% | -3% | 3% | -2% | 25% | -12% | 4%
CC(c1ccccc1)N(C)C(=O)CN1CCN(S(=O)(=O)c2ccc3c(c2)OCCCO3)CC1 (stereo not given) | -0.6% | -2% | 3% | 8% | -5% | 0% | -3% | 0% | 2%
Cc1ccc2c(c1)C1(C)C(C(C)(C)N2C=O)C1(Cl)Cl (stereo not given) | -0.9% | 2% | -2% | 22% | -24% | 13% | 26% | 5% | 2%
C=CC[C@@H](Cc1ccc(F)cc1)C(=O)OC[C@H]1CCCN1C(=O)[C@H](CC=C)CC(=O)N[C@H](CO)Cc1ccccc1 | / | 7% | -11% | -11% | -16% | 0% | 16% | 1% | 1%
Cc1ccnc(NC(=O)CCC(=O)N(CC(=O)NC(C)(C)C)c2ccc(F)c(Cl)c2)c1 | 1.3% | -5% | -5%[57.1 µM] | -4%[57.1 µM] | -18% | 5% | 12% | -6% | 4%
CC(C)OC(=O)CSc1nc2cccnc2n1C1CCCCC1 | -1.2% | 12% | 0% | 8% | -20% | -15% | -17% | 1% | -6%
C/C(=N/NC(=O)c1ccc(O)cc1)c1cccc([N+](=O)[O-])c1 | 2.4% | 9% | -21%[57.1 µM] | 3%[57.1 µM] | -15% | -15% | 4% | 1% | 10%
CCn1c(=O)cc(OCC(=O)N(C)C2CCCCC2)c2ccccc21 | 0.1% | 13% | 4% | -7% | -17% | -11% | -14% | 0% | 0%
C/C(Cl)=C/Cn1c(NCCCn2ccnc2)nc2c1c(=O)[nH]c(=O)n2C | -0.4% | 3% | 1%[57.1 µM] | 4%[57.1 µM] | -15% | 3% | -17% | 0% | 5%
CC(=O)NCC(=O)OCC(=O)c1ccc(Br)cc1 | 1.5% | 0% | -6% | 0% | -24% | 3% | 13% | 1% | -7%
Cc1ccc(-n2ncc3c(=O)n(CC(=O)NCC4CCCO4)cnc32)cc1 (stereo not given) | 1.7% | 0% | 7% | 1% | -16% | 0% | -23% | 0% | 2%
Cc1ccc2oc3c(c(=O)c2c1)C(c1ccccc1F)N(c1ccccn1)C3=O (stereo not given) | 2.6% | -14% | 10% | 26% | -11% | 1% | -11% | 2% | -10%
CCN(CC)C(=O)Cn1c(=O)n(Cc2ccccc2Cl)c2c1c(=O)n(C)c(=O)n2C | / | -5% | -2% | 20% | -10% | 24% | -3% | -2% | 0%
Cc1ccc(C(=O)CSc2nc(-c3ccccc3)cc(=O)[nH]2)cc1 | 0.7% | -1% | 2% | 9% | -12% | -1% | 1% | 0% | -3%
CC1CCC(NC(=O)CCCCn2c(=O)[nH]c3ccsc3c2=O)CC1 (stereo not given) | 9.7% | -5% | 1% | 15% | 1% | -4% | 22% | -1% | -10%

A stretch from the list above:
SMILES | RXFP1 agonist | mIDH1 inhibitor | TrxR1 substrate | rTrxR1 inhibitor | USP1-UAF1 inh | 12-LOX inh | RGS4 inhibitor | Vif-APOBEC3G blk | Vif-APOBEC3F blk
CCc1ccc(CNC(=O)c2ccc(OC)c(OC3CCN(C(C)C)CC3)c2)nc1 | -0.2% | -3% | 6% | 5% | -23% | 266%[activator] | 13% | -2% | 1%
COc1ccc(-c2noc(CNC(=O)CCN3C(=O)[C@H]4CC=CC[C@H]4C3=O)n2)cc1 | -0.9% | -7% | 8%[57.1 µM] | 12%[57.1 µM] | 2% | 5% | 1%[56.9 µM] | -1% | -6%
C=CCN(c1ccccc1)S(=O)(=O)c1cccc(C(=O)OCC(=O)NCCOC)c1 | 0.5% | 1% | -11% | -3% | 3% | -2% | 25% | -12% | 4%
